Screening data as filed in PubChem BioAssay.
DNA FID counter: displaces DNA intercalator in HCV helicase counter-screen; 290,000 tested, 0.17% active; AID 1845; DNA fluorescent intercalator displacement, fluorescence; inhibition, % at 7.9 µM; in the data active = inhibition above about 37%;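 note: 0% = vehicle and 100% = reference compound; higher means more ethidium bromide displaced from hairpin DNA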
PHOSPHO1 block: PHOSPHO1 (human) inhibition. 290,000 tested, 1.1% active. AID 1565. inhibition, % at 13.3 µM. Q8TCT1. recombinant PHOSPHO1, absorbance phosphatase assay; in the data active = inhibition above about 60%
Target sequence (Q8TCT1 whole entry, looked up): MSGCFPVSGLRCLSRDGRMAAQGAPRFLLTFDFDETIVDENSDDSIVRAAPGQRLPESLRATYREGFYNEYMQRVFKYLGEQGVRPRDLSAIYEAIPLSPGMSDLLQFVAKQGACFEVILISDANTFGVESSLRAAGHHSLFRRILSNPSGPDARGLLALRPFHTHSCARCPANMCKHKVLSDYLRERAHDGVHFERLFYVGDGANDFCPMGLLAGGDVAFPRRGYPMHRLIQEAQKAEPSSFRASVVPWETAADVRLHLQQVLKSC
MEKK3 PB1 HTS: MEKK3-MEK5 PB1 interaction, increase or decrease. 290,000 tested, 1.4% active. bead-based flow cytometry, Alexa488-MEK5 binding to MEKK3; actives lie on both sides; 0 = blocked by unlabeled MEK5, 100 = vehicle. binding response (% of control), % at 10 µM;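 active = binding response more than 3 SD above or below the average of its plate-row segment, actives on both sides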;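 note: Alexa488 bead fluorescence after subtracting the streptavidin-only scavenger bead signal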
M18AAP inhibitor: PfM18AAP enzyme inhibition; inhibition, % at 7.35 µM; recombinant PfM18AAP, H-Glu-NHMec fluorogenic cleavage; 290,000 tested, 1.2% active;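 active = inhibition above the campaign mean inhibition over all tested compounds plus 3 SD, cut at about 28% in these data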;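 note: 0% = plate median of test compound wells and 100% = 2 mM ZnCl2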
GPR7 antag: human neuropeptides B/W receptor 1 antagonism; P48145; GPR7-expressing cells, fluorescence antagonist assay; inhibition, % at 4.4 µM; 290,000 tested, 1.1% active; in the data active = inhibition above about 16%, passing the limit was not always enough;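 note: cells stimulated with the agonist NPW; 0% = agonist with vehicle and 100% = vehicle without agonist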
Target sequence (P48145 whole entry, looked up): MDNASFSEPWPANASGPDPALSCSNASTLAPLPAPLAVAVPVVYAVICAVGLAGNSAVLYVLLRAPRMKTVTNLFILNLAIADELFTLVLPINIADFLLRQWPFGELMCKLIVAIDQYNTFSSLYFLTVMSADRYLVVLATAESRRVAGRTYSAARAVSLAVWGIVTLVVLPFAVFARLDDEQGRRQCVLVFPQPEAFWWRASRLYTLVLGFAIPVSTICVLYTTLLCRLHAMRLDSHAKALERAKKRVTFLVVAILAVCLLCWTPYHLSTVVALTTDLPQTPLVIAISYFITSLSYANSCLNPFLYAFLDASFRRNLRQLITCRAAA
MEKK2mut PB1 HTS: signal of MEK5 binding to mutant human MEKK2 PB1 domain | bead flow cytometry, Alexa488-MEK5 binding to MEKK2 mutant | 290,000 tested, 0.35% active | AID 1530 | percent response, % at 10 µM; in the data active = percent response above about 24%, passing the limit was not always enough; note: inactives centre near 1; some results filed as inactive read as strong as hits; reference of the scale not given here
MEKK2 WT-MEK5: raises or lowers MEK5 binding to wildtype human MEKK2 PB1 domain; bead flow cytometry, Alexa488-MEK5 binding to MEKK2 WT; actives lie on both sides; 290,000 tested, 1.1% active; binding response (% of control), % at 10 µM; Q9Y2U5; in the data active = binding response below about 67% or above about 130%
OXTR agonist: human OXTR agonism; CHO-OTR cells, Fluo-8 calcium fluorescence; normalized: DMSO 0%, oxytocin 100%; 320,000 tested, 0.32% active; activation, % at 3 µM; P30559;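 active = activation above the mean of all tested compounds plus 3 SD, cutoff set per screening run, cut at about 20% in these data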;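 note: peak over basal fluorescence ratio from a 100 s FLIPR kinetic read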
Target sequence (P30559 whole entry, looked up): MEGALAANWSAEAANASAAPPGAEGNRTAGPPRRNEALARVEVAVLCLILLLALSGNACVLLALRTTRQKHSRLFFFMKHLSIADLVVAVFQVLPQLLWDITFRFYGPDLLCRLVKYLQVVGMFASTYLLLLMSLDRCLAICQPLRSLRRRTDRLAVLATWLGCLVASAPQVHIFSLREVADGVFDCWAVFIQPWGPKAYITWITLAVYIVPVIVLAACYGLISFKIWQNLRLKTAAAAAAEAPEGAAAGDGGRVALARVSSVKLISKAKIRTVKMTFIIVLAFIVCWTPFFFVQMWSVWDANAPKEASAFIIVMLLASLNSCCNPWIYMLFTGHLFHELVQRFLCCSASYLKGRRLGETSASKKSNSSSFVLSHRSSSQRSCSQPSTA
NALP1 inh: inhibitors of NALP1 inflammasome in yeast; inhibition, % at 10 µM; 280,000 tested, 0.61% active; S. cerevisiae NALP1/ASC/caspase-1 growth, X-gal OD620, 72 h; in the data active = inhibition mostly above about 24%, no sharp cut-off; inactive = mostly below about 32%; note: some compounds called inactive have numbers as strong as hits
Active calls of the source: *; nt = not tested or not shown; [ ] = another dose, or the depositor's remark.

SMILES | DNA FID counter | PHOSPHO1 block | MEKK3 PB1 HTS | M18AAP inhibitor | GPR7 antag | MEKK2mut PB1 HTS | MEKK2 WT-MEK5 | OXTR agonist | NALP1 inh
Cc1cc(-c2n[nH]c(=S)n2Cc2ccco2)n(C)n1 | -8 | -21 | 102 | 21 | -7 | 3 | 104 | -0.1 | 12
COCCNc1nc2c(c(=O)[nH]c(=O)n2C)n1CCCc1ccccc1 | -11 | 25 | 106 | 0 | -12 | 2 | 105 | 0.3 | 21
O=C1N=C(N2CCc3ccccc3C2)S/C1=C\c1cccc(O)c1 | -24 | -15 | 115 | 0 | 3 | 0 | 98 | -1.1 | 27
COc1ccc(C(=O)NCC(=O)OCC(=O)N2CC(C)CC(C)C2)cc1 (configuration not stated) | -18 | 0 | 104 | -7 | 0 | 6 | 103 | -0.1 | 11
O=C(c1cccc(Cl)c1)N1CCC(N2CCC(C(=O)N3CCOCC3)CC2)CC1 | -3 | 2 | 96 | -1 | -13 | 0 | 97 | 1.3 | -2
CCN(CC)S(=O)(=O)c1cccc(N2CC(O)=C(c3ccccc3)C2=N)c1 | -12 | 29 | 106 | 7 | -12 | 7 | 105 | 1.5 | -17
CCc1nonc1NC(=O)c1oc2ccc(C)cc2c1C | -8 | 36 | 100 | 1 | -2 | 12 | 100 | -0.4 | 0
COc1ccc(-n2nc(C(=O)NCC(=O)NC(C)C)c3ccccc3c2=O)c(OC)c1 | -12 | 18 | 106 | 1 | 7 | 3 | 103 | 0.3 | 9
CC(C(=O)NCCc1ccc(Cl)cc1)n1c(=O)c2cccn2c2cccnc21 (configuration not stated) | -29 | 8 | 106 | -9 | -13 | 9 | 99 | -1.4 | 16
CCCCCCCCCC(=O)NNC(=O)c1c(O)c2ccccc2n(CCC)c1=O | 1 | 36 | 64 | -9 | 10 | -14 | 70 | 0.0 | -10
CCN(CC)CC(=O)Nc1ccc2c(c1)N(C(=O)CN(CC)CC)c1ccccc1CC2 | 14 | 6 | 94 | -2 | 1 | 0 | 99 | 0.8 | 11
O=C(NC1CCCCCC1)C1c2ccccc2C(=O)N1Cc1ccco1 (configuration not stated) | -8 | 11 | 97 | 5 | 6 | 4 | 99 | -1.4 | 25
CC(=O)CC1(O)C(=O)N(CN2CCN(c3ccccc3)CC2)c2ccccc21 (configuration not stated) | -1 | 0 | 111 | 7 | -4 | 6 | 110 | -0.2 | 25
CNc1ccc(Br)cc(C(=O)/C=C/c2ccc3c(c2)OCO3)c1=O | -4 | -135 | 91 | 28* | 13 | -10 | 66*[inhibitor] | 0.1 | -1
O=C(CN1C(=O)NC2(CCCCCC2)C1=O)N1CCN(S(=O)(=O)c2ccc(Cl)cc2)CC1 | -32 | -4 | 96 | -3 | -8 | 2 | 105 | 0.4 | -9
CCOC(=O)CC1C(=O)NCCN1S(=O)(=O)c1ccccc1Cl (configuration not stated) | -2 | 46 | 97 | -10 | -1 | 0 | 100 | 0.8 | 3
Cc1cc(C)c(C(=O)/C=C/C=C/c2ccccc2)c(=O)[nH]1 | -5 | -12 | 79 | 1 | -4 | -1 | 88 | -0.7 | 12
CN(c1ccccc1)C(c1ccc(F)cc1)c1nnnn1CC1CCCO1 (configuration not stated) | -26 | -7 | 95 | -11 | -2 | -9 | 95 | -1.9 | 26
CCc1ccc(-c2nc(CN3CCCC(C(=O)O)C3)c(C)o2)cc1 (configuration not stated) | -5 | 4 | 111 | -2 | -7 | 13 | 116 | 0.2 | -6
CCCCn1nnnc1SCC(=O)N1CCN(C(=O)c2ccco2)CC1 | -19 | 12 | 102 | -1 | -7 | 4 | 105 | 0.1 | 7
CC(Nc1ccc(Cl)cc1)C(=O)NN (configuration not stated) | -16 | 20 | 102 | 4 | -1 | 5 | 106 | -0.4 | 19
CCN1CCN(Cc2ccc(NC(=O)c3ccc(C)c(NC(=O)c4c[nH]c5cc(C(F)(F)F)ccc5c4=O)c3)cc2C(F)(F)F)CC1 | nt | -3 | 115 | nt | nt | 83* | 199* | 0.1 | nt
COC(=O)C1=C(C)N(CC2CC2)C(=NCCN2CCOCC2)N[C@H]1c1ccccc1 | 7 | -19 | 108 | 2 | 3 | 2 | 114 | 0.0 | 2
COc1cc(/C=C2/C(=O)NN(c3ccc(C)c(Cl)c3)C2=O)cc([N+](=O)[O-])c1O | 27 | 28 | 104 | 10 | 18 | 4 | 101 | nt | 0
COc1ccc(-c2c(C(C)=O)c(C)n(C)c2C)cc1 | 1 | -8 | 99 | -2 | -4 | -3 | 103 | -2.4 | 25
O=C(Nc1cccc(CCc2ccccn2)c1)c1ccc(Cl)cc1 | -9 | -27 | 109 | -10 | 3 | 4 | 110 | -1.6 | 5
c1ccc(OCCN2CCOCC2)cc1 | 5 | 24 | 103 | 7 | 15 | 3 | 95 | -0.1 | 0
c1cc2c3c(cccc3c1)C(N1CCCCCC1)=N2 | 13 | 33 | nt | 7 | 32* | nt | nt | -0.3 | nt
COc1ccc(NC(=O)COc2ccc(/C=C/c3cccc[n+]3C)cc2OC)cc1 | 7 | 23 | 103 | 9 | -10 | 2 | 101 | 0.2 | -1
CN(C)CCC(O)c1ccccc1 (configuration not stated) | -2 | -3 | 93 | 3 | -8 | 2 | -4.0* | -0.8 | 6
CCn1c(SCc2nc3ccccc3s2)nnc1-c1ccccc1 | -22 | 38 | 101 | -10 | -3 | 11 | 100 | 0.0 | -22
CCc1ccc(CC2(O)CC(C)N(C)CC2C)cc1 (configuration not stated) | -13 | -5 | 90 | -5 | 6 | -3 | 91 | 0.0 | 27
CCOC(=O)c1ccc(NC(=S)Nc2cc(C)cc(C)n2)cc1 | 0 | 18 | 77 | -2 | -4 | -19 | 83 | -0.1 | 6
Cc1ccccc1NC(=O)N1C2CCC1CC(O)(c1cccnc1)C2 (configuration not stated) | -1 | 45 | 95 | -6 | 1 | -1 | 96 | 0.9 | 1
CCOc1cc(/C=C/C(=O)OCC(=O)NC2CCS(=O)(=O)C2)ccc1OCc1ccccc1 (configuration not stated) | -26 | 44 | 55 | -4 | -27 | -14 | 60 | -1.8 | 21
Cc1c(C=O)c2ccccc2n1CC(=O)NCc1ccc2c(c1)OCO2 | -13 | 41 | 98 | 1 | -11 | -10 | 86 | 1.4 | 8
Cn1c(=O)c(=O)n(C)c2cc(S(=O)(=O)N3CCc4ccccc43)ccc21 | -5 | 15 | 102 | 7 | -2 | 3 | 96 | 1.5 | 7
Cc1cccc(C)c1NC(=O)CCS(=O)(=O)c1cccc2nsnc12 | -2 | 21 | 107 | 11 | 4 | 1 | 94 | -1.9 | 5
FC(F)(F)c1cccc(OCCN2CCN(Cc3ccccc3)CC2)c1 | 12 | 1 | 97 | -1 | -3 | 13 | 117 | -0.7 | 32
Cc1cc(C)n(-c2cccc(F)n2)n1 | 0 | 32 | 84 | -4 | 2 | -15 | 80 | 0.7 | 20
O=C(c1cccc(Oc2ccccc2)c1)N1CCOCC1 | -15 | 19 | 101 | 0 | 4 | 7 | 106 | 0.4 | 1
C=CCOc1ccccc1C(=O)/C=C1/C(=O)Nc2ccccc21 | -10 | 34 | 101 | 31* | 37* | 2 | 98 | -0.1 | -23
COc1ccc(C(=O)Nc2ccc(NC(=O)c3ccco3)c(Cl)c2)cc1OC | -20 | 50 | 101 | -5 | -4 | 3 | 104 | -0.3 | 14
C=CCNC(=O)c1ccccc1NS(=O)(=O)c1ccc(OC)c(C(=O)N2CCOCC2)c1 | -3 | 22 | 97 | -2 | -8 | -4 | 100 | 0.6 | 26
COc1ccc(Nc2nc(N)c([N+](=O)[O-])c(NC3CCCCC3)n2)cc1 | -7 | 28 | 101 | 1 | -80 | 1 | 101 | -1.4 | 4
Cc1cc(CNC(=O)c2ccc(C)c([N+](=O)[O-])c2)c2ccccc2n1 | 7 | 17 | 96 | 6 | 3 | -5 | 93 | 5.9 | 1
Nc1nonc1N/N=C/c1c(O)ccc2ccccc12 | 8 | 37 | 118 | 22 | 11 | 0 | 107 | 8.3 | -8
Cn1c(=O)c2c(nc(NCCO)n2C)n(C)c1=O | 0 | -21 | 102 | -2 | -5 | 8 | 102 | -0.4 | 0
C#CC[N+]1(CC#Cc2cccc(C)c2)CCCCC1 | 4 | -8 | 100 | 8 | -5 | 1 | 100 | -0.6 | 36
CC(C)Nc1nc(-c2ccccn2)nc(-c2ccccc2)c1C#N | -8 | 20 | 104 | 1 | -6 | -2 | 97 | -1.4 | -4

Going on with the list.
SMILES | DNA FID counter | PHOSPHO1 block | MEKK3 PB1 HTS | M18AAP inhibitor | GPR7 antag | MEKK2mut PB1 HTS | MEKK2 WT-MEK5 | OXTR agonist | NALP1 inh
COc1nc(Nc2ccc(-c3nc4ccccc4o3)cc2)nc(N2CCOCC2)n1 | 2 | nt | 108 | -3 | -7 | 9 | 108 | -0.6 | nt
CCN(CC)S(=O)(=O)c1ccc(C)c(NC(=O)CNCc2ccccc2OC)c1 | 5 | 2 | 102 | 2 | -10 | 4 | 105 | 0.3 | 0
Cc1ccc(C(=O)COC(=O)CNC(=O)c2ccc(Br)o2)cc1[N+](=O)[O-] | 0 | 12 | 97 | 11 | -6 | 0 | 101 | 0.1 | 20
COCc1cc(C)nc(SCC(=O)Nc2cc(C(F)(F)F)ccc2N2CCOCC2)c1C#N | -44 | 15 | 101 | -5 | -6 | -2 | 94 | -0.1 | 3
Cn1c(CN2CCN(CCO)CC2)c(C#N)c2ccccc21 | 4 | -3 | 103 | -2 | -11 | 4 | 104 | -0.5 | -2
Cc1ccc(S(=O)(=O)N(C)C)cc1NC(=O)COC(=O)c1ccc2c(c1)OCO2 | -9 | -13 | 100 | 4 | -14 | 12 | 109 | 2.3 | 24
COc1cc(OC)cc(C(=O)N[C@@H](CCSC)c2nc3ccccc3[nH]2)c1 | -10 | 28 | 76 | 3 | -5 | -5 | 95 | -1.8 | 17
Cc1ccc(/C=N/c2sc3c(c2C#N)CCCCC3)o1 | -1 | 61* | 96 | 28 | -4 | -2 | 96 | -1.5 | 6
Cc1ccccc1C(=O)Nc1ccc(N2CCOCC2)nc1 | -1 | 24 | 104 | -2 | 11 | -1 | 104 | 0.3 | 7
COC(C)(C)[C@H](O)COc1c2ccoc2cc2oc(=O)ccc12 | -8 | 4 | 102 | -4 | -4 | 3 | 95 | -1.4 | 27
O=C(Oc1ccc(Br)cc1C(=S)N1CCCC1)c1ccccc1Cl | -7 | 4 | 104 | -9 | -8 | 1 | 94 | -2.3 | 5
COc1ccccc1N(CC(=O)N1CCCC1)S(=O)(=O)c1ccc(C)cc1 | -27 | 32 | 96 | 8 | -8 | 1 | 97 | 0.0 | 3
C=CCOC(=O)C1=C[C@@H](c2ccccc2)C[C@@H](OCc2ccc(CO)cc2)O1 | -32 | -8 | 97 | 17 | 9 | -8 | 94 | -1.7 | 0
Cc1ccc(C)c(S(=O)(=O)NCc2ccc3c(c2)OCO3)c1 | -14 | 14 | 99 | 5 | -12 | 2 | 104 | nt | 8
Cc1nc(-c2cccc(NC(=O)c3cccs3)c2)cs1 | -9 | 11 | 111 | -2 | -9 | 2 | 98 | -2.6 | -47

Among those listed so far, 3 have a CF3 group.
SMILES | DNA FID counter | PHOSPHO1 block | MEKK3 PB1 HTS | M18AAP inhibitor | GPR7 antag | MEKK2mut PB1 HTS | MEKK2 WT-MEK5 | OXTR agonist | NALP1 inh
CCN1CCN(Cc2ccc(NC(=O)c3ccc(C)c(NC(=O)c4c[nH]c5cc(C(F)(F)F)ccc5c4=O)c3)cc2C(F)(F)F)CC1 | nt | -3 | 115 | nt | nt | 83* | 199* | 0.1 | nt
FC(F)(F)c1cccc(OCCN2CCN(Cc3ccccc3)CC2)c1 | 12 | 1 | 97 | -1 | -3 | 13 | 117 | -0.7 | 32
COCc1cc(C)nc(SCC(=O)Nc2cc(C(F)(F)F)ccc2N2CCOCC2)c1C#N | -44 | 15 | 101 | -5 | -6 | -2 | 94 | -0.1 | 3
